From PubChem BioAssay
LEDGF integ inh: blockers of LEDGF/p75-dependent integrase strand transfer – biochemical, TR-FRET, high throughput, primary screen. HIV-1 integrase (with human LEDGF/p75). TR-FRET IN-LEDGF/p75 DNA integration, Eu/Cy5. inhibition, % at 3.7 µM. 0.64% of 370,000 active. AID 743269, 2014;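 active means inhibition above the screen-wide mean plus 3 SD, cut at about 13% in these data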;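 further: signal is the Cy5 over europium emission ratio at 671 and 618 nm; 0% = plate median of compound wells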
TCR-CD3 inh: inhibitors of human TCR-CD3 interaction, primary screen, biochemical, fluorescence, TAMRA-labeled TCR probe; 0.37% of 360,000 active; inhibition, % at 9.4 µM; T-cell receptor (TCR); in the data active means inhibition above about 19%;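 further: recombinant mutant TCR 2C K166C tagged with TAMRA read by polarization; 0% = receptor in buffer alone and 100% = receptor with positive control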
PG9 Ab binder: binders of HIV-1 gp120 antibody PG9, primary screen, biochemical, TR-FRET; AID 624416, 2012; 0.43% of 360,000 active; inhibition, % at 6.7 µM; TR-FRET gp120-PG9 antibody binding; in the data active means inhibition above about 8.5%
Rev-erbA mod: modulators of Rev-erb alpha DNA binding, primary screen, biochemical, FITC-DNA, fluorescence polarization, uHTS | Nuclear receptor subfamily 1 group D member 1 (Homo sapiens), P20393 | Rev-erbα–FITC-DNA binding, 90 min | activity, % at 10 µM | 0.79% of 370,000 active;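 active means activity above about 14%, limit read from the data; passing the limit was not always enough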;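 further: 0% = DMSO wells with 35 nM protein and 100% = DMSO wells with 750 nM protein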
MBD2 inh: inhibitors of MBD2 binding to methylated DNA, primary screen, biochemical, TR-FRET, DNA-binding domain, human; inhibition, % at 4.4 µM; Methyl-CpG-binding domain protein 2 (Homo sapiens), Q9UBB5; 0.31% of 370,000 active; MBD2 binding to methylated oligonucleotide; in the data active means inhibition above about 13%
HTRA1 inh: HTRA1 serine protease inhibitors, primary screen, biochemical, fluorescence polarization, HTS. recombinant HTRA1, FP-rhodamine activity-based probe. 0.5% of 340,000 active. Q92743. inhibition, % at 5.96 µM; in the data active means inhibition above about 36%;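 further: 0% = enzyme with DMSO and 100% = wells lacking enzyme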
rCAG binder: binders of r(CAG) RNA repeats, primary screen, biochemical, fluorescence | r(CAG) RNA repeat, TO-PRO-1 dye displacement fluorescence | inhibition, % at 3 µM | 1.3% of 370,000 active | AID 651821, 2012;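 active means inhibition above the plate cutoff, the mean of all test compounds on that plate plus 3 SD, cut at about 35% in these data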;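 further: 0% = DMSO alone and 100% = 100 µM mitoxantrone as full dye displacement; higher means more dye released from RNA so lower well fluorescence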
PRMT1 inh: PRMT1 methyltransferase inhibitors, primary screen, biochemical, fluorescence polarization. 1.3% of 370,000 active. recombinant PRMT1, activity-based probe fluorescence polarization. Protein arginine N-methyltransferase 1 (Homo sapiens), Q99873. inhibition, % at 2.79 µM;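 active means inhibition above about 21% made by adding two undisclosed values, limit read from the data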
ABHD4 inh: ABHD4 inhibitors, primary screen, biochemical, fluorescence polarization, mouse; (Lyso)-N-acylphosphatidylethanolamine lipase (Mus musculus), Q8VD66; purified mABHD4, FP-Rh probe fluorescence polarization; inhibition, % at 8.92 µM; 0.54% of 370,000 active;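 active means inhibition exceeding the mean over every tested compound plus 3 SD, cut at about 30% in these data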;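 further: 0% = plate median of compound wells and 100% = S159A mutant with DMSO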
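Assay system: mABHD4 protein; medium: HEPES pH 7.0, NaCl, Pluronic buffer; dosing: 8.92 µM, single dose; schedule: 45 min + 60 min at 25 °C; signal: FP readout, ex 525 nm / em 598 nm; read-out: normalized percent inhibition of probe labeling; repeats: single replicate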
UHRF1 binding: UHRF1 methylated DNA binding inhibitors, primary screen, counter-screen for MBD2 inhibitor project, biochemical, TR-FRET, human UHRF1, single concentration. E3 ubiquitin-protein ligase UHRF1 (Homo sapiens), Q96T88. UHRF1 binding to methylated oligo. inhibition, % at 4.4 µM. 0.75% of 370,000 active. AID 687016, 2013; in the data active means inhibition above about 21%;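 further: UHRF1 SRA domain binding a hemimethylated CpG hairpin DNA probe; 0% = median of test compound wells and 100% = reference inhibitor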
Target sequence (Q96T88 whole entry, looked up, the tested form may be a part): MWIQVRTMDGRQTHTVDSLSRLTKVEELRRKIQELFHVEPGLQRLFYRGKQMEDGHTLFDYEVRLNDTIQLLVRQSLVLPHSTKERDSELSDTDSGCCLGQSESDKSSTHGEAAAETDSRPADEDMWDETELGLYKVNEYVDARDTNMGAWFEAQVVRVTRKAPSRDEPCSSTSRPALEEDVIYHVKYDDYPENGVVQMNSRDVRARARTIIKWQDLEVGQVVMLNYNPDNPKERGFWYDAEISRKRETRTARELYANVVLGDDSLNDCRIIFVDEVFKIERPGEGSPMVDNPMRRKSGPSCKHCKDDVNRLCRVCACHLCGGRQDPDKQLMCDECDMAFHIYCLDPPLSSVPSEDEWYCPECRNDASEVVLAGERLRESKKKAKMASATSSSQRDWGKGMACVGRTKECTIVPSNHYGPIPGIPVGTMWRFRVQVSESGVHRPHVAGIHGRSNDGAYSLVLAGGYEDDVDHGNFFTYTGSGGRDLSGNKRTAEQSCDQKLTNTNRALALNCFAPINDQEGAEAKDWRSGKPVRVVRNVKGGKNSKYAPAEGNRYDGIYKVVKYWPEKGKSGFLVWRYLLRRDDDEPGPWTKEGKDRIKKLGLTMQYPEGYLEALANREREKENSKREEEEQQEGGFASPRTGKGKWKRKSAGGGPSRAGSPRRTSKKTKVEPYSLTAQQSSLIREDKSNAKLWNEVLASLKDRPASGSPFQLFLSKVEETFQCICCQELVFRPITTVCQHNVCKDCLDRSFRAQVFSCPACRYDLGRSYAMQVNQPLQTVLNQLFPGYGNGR
The depositor's hits bear a star.

A first look:
Results for C=CCn1cnc2c(nnn2-c2ccc(C)c(C)c2)c1=O ?
LEDGF integ inh: -3; TCR-CD3 inh: -10; PG9 Ab binder: -2.4; Rev-erbA mod: 5; MBD2 inh: 4; HTRA1 inh: 4; rCAG binder: -1; PRMT1 inh: 5; ABHD4 inh: 5; UHRF1 binding: -1

What do the screens show for `CCCc1nn(C)c2c1C(c1cccnc1)C(C#N)=C(N)O2` (stereo not given)?
LEDGF integ inh: 4; TCR-CD3 inh: -9; PG9 Ab binder: -1.0; Rev-erbA mod: -4; MBD2 inh: -3; HTRA1 inh: 3; rCAG binder: 1; PRMT1 inh: 0; ABHD4 inh: -7; UHRF1 binding: -5

Main list, repeating the preview:
Results for C=CCn1cnc2c(nnn2-c2ccc(C)c(C)c2)c1=O ?
LEDGF integ inh: -3; TCR-CD3 inh: -10; PG9 Ab binder: -2.4; Rev-erbA mod: 5; MBD2 inh: 4; HTRA1 inh: 4; rCAG binder: -1; PRMT1 inh: 5; ABHD4 inh: 5; UHRF1 binding: -1

What do the screens show for `CCCc1nn(C)c2c1C(c1cccnc1)C(C#N)=C(N)O2` (stereo not given)?
LEDGF integ inh: 4; TCR-CD3 inh: -9; PG9 Ab binder: -1.0; Rev-erbA mod: -4; MBD2 inh: -3; HTRA1 inh: 3; rCAG binder: 1; PRMT1 inh: 0; ABHD4 inh: -7; UHRF1 binding: -5

How did COc1cccc(C2CC(C(F)(F)F)n3ncc(C(=O)NCc4ccco4)c3N2)c1 (stereo not given) do in these assays?
LEDGF integ inh: -1; TCR-CD3 inh: -5; PG9 Ab binder: 1.2; Rev-erbA mod: 12; MBD2 inh: 6; HTRA1 inh: -12; rCAG binder: -2; PRMT1 inh: -1; ABHD4 inh: -4; UHRF1 binding: 2

How did O=C(Nc1ccc(C2=NCCN2)cc1)c1ccc(C(=O)Nc2ccc(C3=NCCN3)cc2)c([N+](=O)[O-])c1 do in these assays?
LEDGF integ inh: -1; TCR-CD3 inh: -14; PG9 Ab binder: 1.1; Rev-erbA mod: -21; MBD2 inh: 9; HTRA1 inh: -21; rCAG binder: 23; PRMT1 inh: -2; ABHD4 inh: 0; UHRF1 binding: 9

What do the screens show for `CCN(CC)S(=O)(=O)c1ccc2c(c1)CC(C(=O)N1CCCC1)N2C(C)=O` (stereo not given)?
LEDGF integ inh: -5; TCR-CD3 inh: 2; PG9 Ab binder: -1.3; Rev-erbA mod: -2; MBD2 inh: 5; HTRA1 inh: 8; rCAG binder: -2; PRMT1 inh: 10; ABHD4 inh: -7; UHRF1 binding: 3

How did CC1(C)Cc2cccc(Oc3cc(NN4CCCCC4)c([N+](=O)[O-])cc3[N+](=O)[O-])c2O1 do in these assays?
LEDGF integ inh: 2; TCR-CD3 inh: 1; PG9 Ab binder: 0.3; Rev-erbA mod: -2; MBD2 inh: 4; HTRA1 inh: 3; rCAG binder: 0; PRMT1 inh: 1; ABHD4 inh: 5; UHRF1 binding: -1

What do the screens show for `Clc1ccc(N2CCN(/N=C/c3ccncc3)CC2)cc1`?
LEDGF integ inh: 0; TCR-CD3 inh: -1; PG9 Ab binder: 0.5; Rev-erbA mod: 3; MBD2 inh: 9; HTRA1 inh: -3; rCAG binder: -6; PRMT1 inh: 3; ABHD4 inh: 0; UHRF1 binding: -1

How did CCOC(=O)C1CCN(C(=O)Cn2cnc3sc(C)c(S(=O)(=O)N4CCOCC4)c3c2=O)CC1 do in these assays?
LEDGF integ inh: -4; TCR-CD3 inh: -6; PG9 Ab binder: -0.1; Rev-erbA mod: -3; MBD2 inh: 0; HTRA1 inh: -5; rCAG binder: 0; PRMT1 inh: 2; ABHD4 inh: 5; UHRF1 binding: 4

How did CC(OC(=O)/C(C#N)=C/c1ccc(N(C)C)cc1)C(=O)NCc1ccco1 (stereo not given) do in these assays?
LEDGF integ inh: 4; TCR-CD3 inh: -10; PG9 Ab binder: 10*; Rev-erbA mod: 3; MBD2 inh: 11; HTRA1 inh: -26; rCAG binder: 6; PRMT1 inh: 6; ABHD4 inh: -23; UHRF1 binding: 20

How did COc1ccccc1NS(=O)(=O)c1cccc(C(=O)N(C)Cc2cccs2)c1 do in these assays?
LEDGF integ inh: 2; TCR-CD3 inh: 3; PG9 Ab binder: 1.6; Rev-erbA mod: -2; MBD2 inh: 0; HTRA1 inh: 0; rCAG binder: -4; PRMT1 inh: 0; ABHD4 inh: 0; UHRF1 binding: 1

How did COC(=O)Cn1cc(C(=O)C2CC2)c2ccccc21 do in these assays?
LEDGF integ inh: -2; TCR-CD3 inh: 7; PG9 Ab binder: -0.8; Rev-erbA mod: 0; MBD2 inh: -2; HTRA1 inh: 1; rCAG binder: -1; PRMT1 inh: 0; ABHD4 inh: 6; UHRF1 binding: 2

How did COCCN(C(=O)c1snc(C(N)=O)c1N)C(C(=O)NC1CCCCC1)c1cc(OC)c(OC)c(OC)c1 (stereo not given) do in these assays?
LEDGF integ inh: 0; TCR-CD3 inh: 2; PG9 Ab binder: -0.3; Rev-erbA mod: 7; MBD2 inh: 6; HTRA1 inh: 2; rCAG binder: -9; PRMT1 inh: 1; ABHD4 inh: 0; UHRF1 binding: 0

What do the screens show for `CCOc1ccc(CCNC(=O)Cc2ccc(NC3=NC4CS(=O)(=O)CC4S3)cc2)cc1OCC` (stereo not given)?
LEDGF integ inh: 1; TCR-CD3 inh: 6; PG9 Ab binder: -1.1; Rev-erbA mod: 6; MBD2 inh: 0; HTRA1 inh: 6; rCAG binder: 1; PRMT1 inh: 1; ABHD4 inh: 8; UHRF1 binding: -1

What do the screens show for `CC1=C(C(=O)N2CCCCCC2)CC(CC(=O)NCCc2ccccn2)C(=O)N1CCC1=CCCCC1` (stereo not given)?
LEDGF integ inh: -2; TCR-CD3 inh: -1; PG9 Ab binder: -0.8; Rev-erbA mod: -8; MBD2 inh: 0; rCAG binder: -1; PRMT1 inh: -2; ABHD4 inh: 2; UHRF1 binding: 0

Results for CCCNC(=O)c1cc(C2CCCCN2C(=O)CCc2ccccc2)on1 (stereo not given) ?
LEDGF integ inh: -2; TCR-CD3 inh: -12; PG9 Ab binder: -1.8; Rev-erbA mod: 2; MBD2 inh: 4; rCAG binder: -1; PRMT1 inh: -1; ABHD4 inh: -7; UHRF1 binding: 2

What do the screens show for `OCCCc1cn(-c2ccccc2)c2ccccc12`?
LEDGF integ inh: -2; TCR-CD3 inh: 1; PG9 Ab binder: 0.8; Rev-erbA mod: 4; MBD2 inh: 0; HTRA1 inh: -7; rCAG binder: -3; PRMT1 inh: 2; ABHD4 inh: -4; UHRF1 binding: 0

Results for O=C(COC(=O)c1cc(=O)[nH]c2ccccc12)Nc1nc(-c2ccc(F)cc2)cs1 ?
LEDGF integ inh: 4; TCR-CD3 inh: -2; PG9 Ab binder: -1.2; Rev-erbA mod: 3; MBD2 inh: -5; HTRA1 inh: -55; rCAG binder: 16; PRMT1 inh: -3; ABHD4 inh: -12; UHRF1 binding: 0

Results for Cn1c(=O)c2ncn(CC(=O)Nc3ccc(N4CCOCC4)cc3)c2n(C)c1=O ?
LEDGF integ inh: 2; TCR-CD3 inh: 2; PG9 Ab binder: -1.6; Rev-erbA mod: -5; MBD2 inh: 1; HTRA1 inh: 2; rCAG binder: 3; PRMT1 inh: 0; ABHD4 inh: -4; UHRF1 binding: 0

How did C[C@@]12C(=O)N(Cc3ccco3)CC(=O)N1[C@H]1c3cc(Cl)ccc3OC[C@@H]1[C@@H]2c1ccccc1 do in these assays?
LEDGF integ inh: -2; TCR-CD3 inh: -2; PG9 Ab binder: 0.7; Rev-erbA mod: 3; MBD2 inh: 3; HTRA1 inh: -12; rCAG binder: -2; PRMT1 inh: 10; ABHD4 inh: -7; UHRF1 binding: 2

How did COCc1ccc(CN2CCC(Oc3ccc(C(=O)NCc4ccccn4)cc3)CC2)o1 do in these assays?
LEDGF integ inh: 0; TCR-CD3 inh: -3; PG9 Ab binder: -0.1; Rev-erbA mod: 1; MBD2 inh: -2; HTRA1 inh: -3; rCAG binder: -4; PRMT1 inh: 5; ABHD4 inh: -1; UHRF1 binding: 4

What do the screens show for `O=C(NCn1cnccc1=O)c1ccccc1`?
LEDGF integ inh: 0; TCR-CD3 inh: -6; PG9 Ab binder: 1.8; Rev-erbA mod: -5; MBD2 inh: 1; HTRA1 inh: -1; rCAG binder: -2; PRMT1 inh: 1; ABHD4 inh: -6; UHRF1 binding: 5

How did Cn1c(=O)c2c(nc(N3CCNCC3)n2Cc2ccccc2Cl)n(C)c1=O do in these assays?
LEDGF integ inh: -2; TCR-CD3 inh: 4; PG9 Ab binder: -0.6; Rev-erbA mod: 2; MBD2 inh: 6; HTRA1 inh: 0; rCAG binder: -4; PRMT1 inh: 0; ABHD4 inh: 11; UHRF1 binding: 1

What do the screens show for `CC(=O)c1cccc(NC(=O)CN2C(=O)NC(C)(C)C2=O)c1`?
LEDGF integ inh: 1; TCR-CD3 inh: -1; PG9 Ab binder: 0.1; Rev-erbA mod: 7; MBD2 inh: 2; HTRA1 inh: 5; rCAG binder: 1; PRMT1 inh: 5; ABHD4 inh: 6; UHRF1 binding: 2

What do the screens show for `O=C1CC[C@@H](CN(Cc2ccccn2)Cc2nc(Cc3ccccc3)no2)N1`?
LEDGF integ inh: 1; TCR-CD3 inh: 2; PG9 Ab binder: -1.7; Rev-erbA mod: -1; MBD2 inh: -2; HTRA1 inh: 4; rCAG binder: -6; PRMT1 inh: -4; ABHD4 inh: 1; UHRF1 binding: 2

What do the screens show for `COc1cc(OC)c(OC)cc1/C=N/NC(=O)CSc1ccccc1F`?
LEDGF integ inh: 5; TCR-CD3 inh: -2; PG9 Ab binder: -2.5; Rev-erbA mod: 5; MBD2 inh: -7; HTRA1 inh: 1; rCAG binder: -5; PRMT1 inh: -1; ABHD4 inh: 6; UHRF1 binding: -3

How did CCn1c(SCC(=O)NCCc2ccc(Cl)cc2)nnc1-c1cccs1 do in these assays?
LEDGF integ inh: 2; TCR-CD3 inh: 7; PG9 Ab binder: -1.1; Rev-erbA mod: -2; MBD2 inh: -8; HTRA1 inh: -9; rCAG binder: -5; PRMT1 inh: -2; ABHD4 inh: -1; UHRF1 binding: -1

Results for O=C(NCCCN1CCc2ccccc2C1)C1CCN(c2nnc(-n3cccc3)s2)CC1 ?
LEDGF integ inh: -7; TCR-CD3 inh: -8; PG9 Ab binder: -1.5; Rev-erbA mod: -6; MBD2 inh: 2; HTRA1 inh: 2; rCAG binder: -1; PRMT1 inh: 4; ABHD4 inh: 5; UHRF1 binding: -3

How did O=C(COc1cccc2cccnc12)NNC(=O)Nc1ccccc1 do in these assays?
LEDGF integ inh: 2; TCR-CD3 inh: -1; PG9 Ab binder: -1.3; Rev-erbA mod: 0; MBD2 inh: 1; HTRA1 inh: -1; rCAG binder: 0; PRMT1 inh: -1; ABHD4 inh: -2; UHRF1 binding: -1

Only part of the results is shown. The share of hits here may be higher or lower than overall.
